Mm-Cpn inhibitor: Inhibitors of TCP-1 ring complex (TRiC) of Methanococcus maripaludis (MmCpn): qHTS. Chaperonin Mm-Cpn (Methanococcus maripaludis). purified Mm-Cpn ATPase, ADP Transcreener TR-FRET. Potency, µM (titrated, usually from 76.9 µM), for inactives: at the top dose activity, negative = inhibition, most hits filed as inhibitors. 0.031% of 330,000 active; further: potency means the concentration at half of the fitted maximal effect; on the % scale 0 is the no-effect control and ±100 the full control effect; nearly all actives have a fitted effect of over 80% in size
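Measured: ADP formation by purified Mm-CPN. Conditions: 25 nM protein, 10 uM ATP, Tris pH 7.4 with Mg2+, K+ and DTT, 37°C for 30 min. Detection: Transcreener HTRF after 30 min at room temperature.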
FUS yeast rescue: qHTS for Suppressors of FUS Proteinopathy: Primary screen using FUS-linked yeast assay | S. cerevisiae FUS-expressing, growth rescue, OD600, 24 h | Potency, µM (top dose mostly 76.6 µM), for inactives: at the highest dose growth rescue (activation), most hits filed as activators | 0.24% of 390,000 active;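 further: potency means the concentration at half of the fitted maximal effect; plate controls were DMSO vehicle for no effect and reference control for full effect; nearly all actives have a fitted effect of over 55% in size; some results filed as inactive show a strong effect at the top dose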
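Cultures pregrown in 2.5% raffinose medium are shifted to minimal medium containing 2% galactose to express toxic FUS. Compounds are tested at several concentrations. After 24hr at 30C, growth is quantified at 600 nm absorbance.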
TDP43 rescue: qHTS of TDP-43 Inhibitors | TDP-43 expressing yeast growth rescue, BacTiter-Glo, 24 h | Potency, µM (highest dose often 46.1 µM), for the others: at the top dose growth rescue (activation), actives largely listed as activators | 1.8% of 410,000 active | AID 652104, 2013; further: potency means the concentration at half of the fitted maximal effect; % of control where 0% means no effect; nearly all actives have a fitted effect of over 50% in size
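Readout is BacTiter-Glo luminescence of cell growth, so inhibitors register as activators. TDP-43-expressing yeast at OD600=0.02 in galactose medium, after raffinose pregrowth to mid-log, were incubated with compound for 24 hr at 30 deg C.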
GLP1R cytotox: qHTS of GLP-1 Receptor Inverse Agonists: Cytotox Screen | Potency, µM (titrated, usually from 38.3 µM), inactives show at the highest dose activity change, negative = inhibition, actives largely listed as inhibitors | 0.13% of 410,000 active | HEK293 cAMP-luciferase reporter cells, luminescence, 24 h;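 further: loss of luciferase light is scored as toxicity; potency means the concentration at half of the fitted maximal effect; on the % scale 0 is the no-effect control and ±100 the full control effect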
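Quantitative HTS format, 1536 wells, 200 cells/uL seeded. Compounds: 23 nL, 24 h, 37 °C. Detection: luciferase reagent, luminescence at 12 min RT; decreased signal taken as cytotoxic.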
PTHR1 agonist: qHTS for PTHR1 Agonists: Primary Screen; Parathyroid hormone/parathyroid hormone-related peptide receptor (Homo sapiens), Q03431; HEK293 GP2 PTHR1 cells, GloSensor cAMP luminescence, 1 h; Potency, µM (highest dose often 115 µM), for inactives: at the top dose activation, usual class: activators; 0.075% of 410,000 active; AID 743266, 2014; further: potency means the concentration at half of the fitted maximal effect; nearly all actives have a fitted effect of over 55% in size; some results filed as inactive show a strong effect at the top dose; inactives centre near -15; many of its hits are not listed in these tables
Target sequence (Q03431 whole entry, looked up): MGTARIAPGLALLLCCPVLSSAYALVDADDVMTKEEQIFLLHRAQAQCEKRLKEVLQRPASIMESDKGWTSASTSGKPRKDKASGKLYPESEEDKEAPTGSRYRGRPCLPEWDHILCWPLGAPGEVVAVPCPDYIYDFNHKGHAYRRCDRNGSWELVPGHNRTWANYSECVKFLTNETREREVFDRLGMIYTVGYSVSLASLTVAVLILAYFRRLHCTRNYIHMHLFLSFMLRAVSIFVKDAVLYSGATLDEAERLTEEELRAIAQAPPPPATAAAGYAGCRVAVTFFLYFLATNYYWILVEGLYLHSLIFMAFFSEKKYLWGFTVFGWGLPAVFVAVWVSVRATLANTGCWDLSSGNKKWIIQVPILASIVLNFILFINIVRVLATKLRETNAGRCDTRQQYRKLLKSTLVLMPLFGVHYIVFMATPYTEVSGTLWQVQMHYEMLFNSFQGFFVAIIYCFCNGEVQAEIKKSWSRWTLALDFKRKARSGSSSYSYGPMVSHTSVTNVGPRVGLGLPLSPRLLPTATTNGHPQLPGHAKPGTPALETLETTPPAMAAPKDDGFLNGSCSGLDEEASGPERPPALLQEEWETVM
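HEK-293-derived GP2 cells expressing PTHR1 and a GloSensor cAMP reporter, 3,000/well, plated overnight, given luciferin plus IBMX (each 0.5 mM as added) for 1 h at 37 °C, then compound for 1 h at 37 °C. Luminescence was read after 15 min at room temperature.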
aSyn yeast inh: qHTS of alpha-syn Inhibitors; 0.14% of 370,000 active; Yeast expressing alpha-synuclein, growth rescue, BacTiter-Glo, 24 h; Potency, µM (doses to about 46.1 µM), inactives show at the top dose growth rescue (activation), actives largely listed as activators; further: potency means the concentration at half of the fitted maximal effect; % of control where 0% means no effect; nearly all actives have a fitted effect of over 65% in size
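Galactose-induced alpha-syn yeast (OD600=0.02, raffinose-pregrown) + pinned cpd, 24 hr, 30 deg C; growth by BacTiter-Glo luminescence. Growth restoration scores as activation.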
pAkt inh: HTS Assay for Inhibitors of Akt Phophorylation: Primary Screen; Neuro2A IGF-stimulated pAkt S473 HTRF, 20 min; hits give low values; activity change, % for hits at 50 µM; 0.32% of 360,000 active; in the data active means activity change below about -80%; inconclusive means mostly about -51% to -80%; further: on the % scale 0 is the no-effect control and ±100 the full control effect
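Neuro2A cells in DMEM with 0.5% FBS, overnight at 37 deg C, given compound at single 50 µM final, then IGF (6 nM final) for 20 min at 37 deg C. Lysed; phospho-Akt Ser473 by HTRF after 24 h, 665/615 ratio.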
Abeta rescue: qHTS for compounds that reverse cellular toxicity of Amyloid beta (A-beta) peptide in yeast: Primary Screen; yeast expressing A-beta42, growth rescue, OD600, 48 h; response scale: 0% DMSO, 100% iron-clioquinol control; Potency, µM (top dose mostly 46.1 µM), for the others: at the highest dose growth rescue, hits mostly activators; 0.063% of 410,000 active; AID 1347071, 2019; further: potency means the concentration at half of the fitted maximal effect; nearly all actives have a fitted effect of over 55% in size
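Yeast A-beta toxicity model in growth medium with pinned compounds, 48 h at 30 C; growth read as absorbance at 600 nm. Normalized to FeCl3/clioquinol equimolar mix (positive) and DMSO (negative).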
GLP1R inv ag: qHTS of GLP-1 Receptor Inverse Agonists (Inhibition Mode); 1.6% of 410,000 active; Potency, µM (top dose mostly 38.3 µM), for the others: at the top dose activity change, negative = inhibition, hits mostly inhibitors; HEK293 GLP-1R CRE-luciferase, luminescence, 24 h; GLP-1R form is constitutively active; Glucagon-like peptide 1 receptor (Homo sapiens), P43220; further: potency means the concentration at half of the fitted maximal effect; on the % scale 0 is the no-effect control and ±100 the full control effect; nearly all actives have a fitted effect of over 55% in size
Target sequence (P43220 whole entry, looked up): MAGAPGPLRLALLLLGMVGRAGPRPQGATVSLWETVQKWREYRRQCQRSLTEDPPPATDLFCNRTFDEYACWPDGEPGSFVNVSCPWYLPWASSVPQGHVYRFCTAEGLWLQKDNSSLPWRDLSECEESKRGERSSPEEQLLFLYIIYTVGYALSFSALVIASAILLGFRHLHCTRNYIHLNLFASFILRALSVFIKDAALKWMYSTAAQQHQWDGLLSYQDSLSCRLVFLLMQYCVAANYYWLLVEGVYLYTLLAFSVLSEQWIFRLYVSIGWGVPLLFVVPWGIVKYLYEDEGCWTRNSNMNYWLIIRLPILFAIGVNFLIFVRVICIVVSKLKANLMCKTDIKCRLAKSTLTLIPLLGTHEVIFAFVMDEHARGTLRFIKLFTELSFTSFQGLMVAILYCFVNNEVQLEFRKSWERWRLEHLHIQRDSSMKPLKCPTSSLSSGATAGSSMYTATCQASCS
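Inverse agonism was detected as reduced cAMP-driven luciferase luminescence after 24 h compound treatment. The cells were HEK293 clones expressing constitutively active human GLP-1R with the reporter. Reporter-only and GPR119 cell lines served as counterscreen controls.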
The depositor's hits bear a star; i = inactive; ? = inconclusive; · = no result given; [ ] = another dose, or the depositor's remark. Unless noted, the call rests on the fitted dose curve; in most records, active means well fitted curve in the direction sought with a large enough effect; inconclusive means small, poorly fitted or top-dose-only effect, or another doubt; inactive means no such curve, though single readings can be large; an effect the other way counts as inactive or inconclusive. Not all compounds are listed (hit frequency here may not be typical).

1) O=C(O)CCc1nc2cc(C(F)(F)F)ccc2n(Cc2ccccc2)c1=O
2) Cc1ccc(NC(=O)NC2CCCCC2)cc1Cl
3) O=C(c1ccc(Cl)cc1)N1CCC(c2ccncc2)CC1
4) O=c1cc(N2CCCCC2)c(-c2ccccc2)nn1Cc1ccc(F)cc1
5) COc1ccc2cc3c(N)nn(C(=O)c4ccccc4[N+](=O)[O-])c3nc2c1
6) COc1cc(CNc2nccn3ccnc23)cc(OC)c1
7) CC(C)Cn1c(SCC(=O)NC(=O)Nc2ccc3c(c2)OCCO3)nc2ccccc2c1=O
8) CCNc1nc(NCC)n2c(SC(C)C(=O)c3ccc(C)cc3)nnc2n1 (stereo not drawn)
assay / compound	1	2	3	4	5	6	7	8
Mm-Cpn inhibitor	-1%	2%	·	1%	0%	·	0%	3%
FUS yeast rescue	29%	0%	-8%	0%	16%	-13%	16%	·
TDP43 rescue	?	-6%	22%[9.22 µM]	-17%	13%	18%	-15%	14%
GLP1R cytotox	8%	9%	1%	-5%	?	2%	-5%	-2%
PTHR1 agonist	26%	-22%[57.5 µM]	-87%[inhibitor]	i	i	i	i	-49%[inhibitor]
aSyn yeast inh	2%	5%	·	-15%	-1%	-12%	4%	-8%
pAkt inh	i	i	·	i	i	i	i	i
Abeta rescue	-6%	7%	-6%	2%	2%	-7%	10%	2%
GLP1R inv ag	6%	2%	8%	2µM*	-13%	9%	-5%	8%

9) O=C(CC1CC2CCC1C2)NCc1cccs1 (stereo not drawn)
10) Fc1ccc(C2=CC(c3ccc(Br)o3)n3ncnc3N2)cc1 (stereo not drawn)
11) COCOCCn1cc(CN2CCS(=O)(=O)N(Cc3ccc(-c4ccc(Cl)nc4)cc3)C(CC(C)C)C2=O)nn1 (stereo not drawn)
12) O=C(NCc1ccccc1)c1cc(C2CCCN(C(=O)C3CC3)C2)on1 (stereo not drawn)
13) CCCSc1ccc(C(=O)Nc2ccc(F)cc2F)cn1
14) CN1C(=O)c2cccc3c(Cl)ccc(c23)C1=O
15) CCN(CC)CC(=O)Nc1c(C#N)cnn1-c1ccccc1
16) Cc1ccc(CN(CC(=O)NCc2ccc3c(c2)OCO3)C(=O)c2csnn2)cc1
assay / compound	9	10	11	12	13	14	15	16
Mm-Cpn inhibitor	1%	-15%	·	·	-4%	-3%	1%	-10%
FUS yeast rescue	6%	·	?	-19%	-3%	-15%	-3%	15%
TDP43 rescue	16%	18µM*	7%	16%	-2%	-17%	-10%	-15%
GLP1R cytotox	-2%	·	-18%	6%	-4%	48%[activator]	-1%	3%
PTHR1 agonist	i	i	-22%	i	-8%	i	i	-44%[inhibitor]
aSyn yeast inh	11%	-5%	0%	3%	-12%	26%	2%	-1%
pAkt inh	i	i	i	i	i	i	i	i
Abeta rescue	13%	-21%	1%	-6%	4%	-18%	11%	4%
GLP1R inv ag	-25%	0%	0%	22%	-3%	13%	14%	?

17) CC1(c2ccccc2)NC(=O)N(CCOc2ccccc2)C1=O (stereo not drawn)
18) CC(OC(=O)[C@H](C)NC(=O)c1ccccc1Cl)C(=O)NCc1ccc2c(c1)OCO2 (stereo partly drawn)
19) O=C(NCc1ccc2c(c1)OCO2)C1CCCN1C(=O)Nc1ccc(Cl)cc1 (stereo not drawn)
20) CC(C)n1cnc2c(NCc3ccccc3)cc(Cc3ccc(F)cc3)cc21
21) O=C(C[C@H]1C/C=C\CC[C@@H](Cc2ccc(F)cc2)C(=O)O[C@@H](c2ccccc2)CNC1=O)N[C@@H](CO)Cc1ccccc1
22) COc1cc(C(=O)Nc2nnc(SCC(=O)NCC3CCCO3)s2)cc(OC)c1OC (stereo not drawn)
23) CCCOc1ccc(/C=N/NC(=O)CN(c2ccc(OCC)cc2)S(C)(=O)=O)cc1
24) COc1ccc(-c2nn(-c3ccccc3)cc2C(=O)O)cc1OC
assay / compound	17	18	19	20	21	22	23	24
Mm-Cpn inhibitor	2%	-2%	2%	-3%	-1%	-1%	-1%	-5%
FUS yeast rescue	5%	6%	-28%	?	-5%	·	8%	15%
TDP43 rescue	?	-34%[inhibitor]	-1%	11%	6%	12%	0%	-10%
GLP1R cytotox	-6%	0%	-10%	-25%	5%	10%	4%	4%
PTHR1 agonist	-11%	-18%	i	-14%	i	-22%	-16%	-15%[57.5 µM]
aSyn yeast inh	5%	-2%	3%	-18%	3%	4%	-20%	-5%
pAkt inh	i	i	i	i	i	i	i	i
Abeta rescue	?	-2%	-8%	-9%	-4%	4%	-18%	5%
GLP1R inv ag	-19%	2%	?	?	12%	7%	-10%	4%

Structural class: the compounds so far containing a COOH group.
1) O=C(O)CCc1nc2cc(C(F)(F)F)ccc2n(Cc2ccccc2)c1=O
24) COc1ccc(-c2nn(-c3ccccc3)cc2C(=O)O)cc1OC
assay / compound	1	24
Mm-Cpn inhibitor	-1%	-5%
FUS yeast rescue	29%	15%
TDP43 rescue	?	-10%
GLP1R cytotox	8%	4%
PTHR1 agonist	26%	-15%[57.5 µM]
aSyn yeast inh	2%	-5%
pAkt inh	i	i
Abeta rescue	-6%	5%
GLP1R inv ag	6%	4%

(listing goes on)
25) O=[N+]([O-])c1ccc2nc(NS(=O)(=O)c3ccc(Cl)cc3)sc2c1
26) CC1(C(O)(C#CC[N+]2(C)CCCCC2)c2ccccc2)CCCC1 (stereo not drawn)
27) CCNC(=S)N(CCc1c(C)[nH]c2ccc(F)cc12)Cc1cccnc1
28) CCN(CC(=O)Nc1c(F)cccc1F)C(=O)Cc1ccc2c(c1)OCCO2
29) CC1=NN(c2ccccc2)C(=O)C1(C)[N+](=O)[O-] (stereo not drawn)
30) O=C(OCC(=O)N1CCN(Cc2ccccc2)CC1)c1cc(Cl)ccc1[N+](=O)[O-]
31) COc1ccc(S(=O)(=O)N(C)C)cc1NC(=O)Cc1c[nH]c2ccccc12
32) CC(=O)c1cccc(NC(=O)CSc2ccc(-c3ccc4c(c3)OCO4)nn2)c1
assay / compound	25	26	27	28	29	30	31	32
Mm-Cpn inhibitor	0%	2%	3%	0%	-1%	2%	0%	1%
FUS yeast rescue	4%	14%	-18%	-19%	·	·	?	·
TDP43 rescue	-9%	0%	10%	-6%	-12%	14%	-20%[9.22 µM]	21%
GLP1R cytotox	-32%	3%	6%	-9%	17%	-21%	-9%	-21%
PTHR1 agonist	-11%	-5%	-8%	i	4%	-33%[inhibitor]	-19%	-16%
aSyn yeast inh	-6%	8%	1%	-3%	-2%	-2%	1%	-7%
pAkt inh	i	i	i	i	i	i	i	i
Abeta rescue	5%	-6%	1%	-20%	-2%	7%	3%	10%
GLP1R inv ag	?	-2%	-3%	1%	7%	-10%	11%	8%

Continued; it opens with the 2 that closed the last part.
31) COc1ccc(S(=O)(=O)N(C)C)cc1NC(=O)Cc1c[nH]c2ccccc12
32) CC(=O)c1cccc(NC(=O)CSc2ccc(-c3ccc4c(c3)OCO4)nn2)c1
33) N#CCCn1cc(C(=O)O)c(-c2ccc3ccccc3c2)n1
34) CCNc1c(NS(=O)(=O)c2ccc(OC)c(Cl)c2)c(=O)oc2ccccc12
35) Cc1ccc(C)c(NS(=O)(=O)c2ccc3c(c2)Cc2cc(S(=O)(=O)Nc4cc(C)ccc4C)ccc2-3)c1
36) Cc1ccc(-c2csc(N/N=C/c3ccco3)n2)cc1
37) O=C(Nc1cccc(OCc2cc(=O)n3ccccc3n2)c1)c1ccccc1Br
38) Cc1ccc(C)c(NC(=O)Cn2c(=O)n(Cc3cccs3)c(=O)c3cccnc32)c1
39) COc1ccc(C2CCc3cc4c(cc3C2=NOC(C)=O)OCO4)cc1OC (stereo not drawn)
40) CCn1c2ccccc2c2cc(NC(=O)COC(=O)c3ccc(NC(=O)CC#N)cc3)ccc21
41) CC(=O)[C@]1(O)Cc2c(O)c3c(c(O)c2[C@@H](O[C@H]2C[C@H](N)[C@H](O)[C@H](C)O2)C1)C(=O)c1ccccc1C3=O
42) Cc1c(C(=O)NCc2n[nH]c(=S)n2-c2ccc(F)cc2)cccc1[N+](=O)[O-]
43) CCC(CC)C(=O)Nc1cc(-c2cn3cccnc3n2)ccc1OC
assay / compound	31	32	33	34	35	36	37	38	39	40	41	42	43
Mm-Cpn inhibitor	0%	1%	-3%	-1%	-1%	-3%	·	·	·	-1%	·	2%	·
FUS yeast rescue	?	·	15%	7%	21%	?	-20%	8%	35%	?	15%	-35%	2%
TDP43 rescue	-20%[9.22 µM]	21%	7%	1%	-9%	7%	0%	11%	10%	-12%	?	4%	0%
GLP1R cytotox	-9%	-21%	8%	-14%	?	-13%	-2%	-7%	18%	2%	?	-10%	6%
PTHR1 agonist	-19%	-16%	i	-81%[inhibitor]	-36%[inhibitor]	-29%	-79%[inhibitor]	15%	-31%	i	-10%	9%	-9%
aSyn yeast inh	1%	-7%	-7%	-9%	2%	-18%	·	·	11%	-2%	?	-3%	·
pAkt inh	i	i	i	i	i	i	·	·	i	i	i	i	·
Abeta rescue	3%	10%	22%	-3%	-3%	13%	8%	0%	-2%	8%	-65%[inhibitor]	-8%	-10%
GLP1R inv ag	11%	8%	10%	8%	-3%	10%	-17%	9%	?	1%	?	6%	0%
